Source: PubChem (National Center for Advancing Translational Sciences (NCATS))
Vif-APOBEC3F blk – Vif-A3F binding inhibition | Potency, µM (titrated, usually from 46.1 µM), inactives show at the highest dose activity, negative = active | HeLa A3F-eYFP + Vif (tagged APOBEC3F with the HIV-1 protein that degrades it), YFP fluorescence increase | 390,000 compounds, 0.2% hits; also: potency is read from the fitted curve at half-maximal effect; % of control where 0% means no effect; nearly all actives have a fitted effect of over 65% in size
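Fluorescence increase (Ex 488/Em 500-530) after overnight compound treatment at 37 deg C flags inhibition of Vif-driven A3F-eYFP loss in stable HeLa A3F-eYFP/Vif cells seeded overnight beforehand.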
LDHA inh – blocks human lactate dehydrogenase A; P00338; activity change, % (values are at about 110 or 230 µM); 480,000 compounds, 0.15% hits; purified LDHA, NADH/diaphorase-resazurin fluorescence; hits give low values; AID 1347041; in the data active = activity change below about -30%; inconclusive = mostly about -25% to -30%;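 also: plate controls were DMSO wells for no effect and wells without enzyme for full effect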
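Remaining NADH was detected by diaphorase (0.133 mg/mL) converting 37 µM resazurin to fluorescent resorufin, read at 0 and 20 minutes. The preceding 5-minute room-temperature reaction used 2 nM LDHA, 0.2 mM sodium pyruvate and 0.06 mM NADH at pH 7.4.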
TrxR1 substrate – is turned over as a substrate by rat TrxR1; AID 588456; 390,000 compounds, 0.01% hits; purified TrxR1 substrate turnover, NADPH consumption readout; Potency, µM (doses to about 114 µM), for the others: at the highest dose activity change, negative = substrate turnover; also: potency is read from the fitted curve at half-maximal effect; % is scaled to controls: 0 for no effect and ±100 for the full control effect; nearly all actives have a fitted effect of over 50% in size
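Rat TrxR1, dispensed at 90 nM, was prereduced with 400 uM NADPH (final) for 5 min at ~22 deg C, then incubated with compound 15 min before 400 uM selenite. A first-read NADPH fluorescence drop versus no-compound background flagged substrates.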
GRP78 ERSR act – ER stress response induction in glioma; U87-MG GRP78 promoter luciferase reporter, 16 h; Potency, µM, without a hit: top-dose activation, hits mostly activators; 420,000 compounds, 0.02% hits; AID 602332; also: potency is read from the fitted curve at half-maximal effect; series mostly up to about 76 µM; % of control where 0% means no effect; nearly all actives have a fitted effect of over 35% in size
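ERSR induction read as luciferase luminescence (Bright-Glo, 10 min at room temperature) in stably transfected human U87-MG glioma cells exposed to compounds for 16 h, using GRP78 as sensor.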
RXFP1 agonist – RXFP1 (human) receptor agonism; HEK293T-RXFP1 cAMP TR-FRET, 30 min; response scale: percent of porcine relaxin response, buffer zero; Potency, µM (top dose mostly 57.5 µM), for inactives: at the highest dose activation, actives largely listed as activators; 370,000 compounds, 0.3% hits; AID 2676; also: potency is read from the fitted curve at half-maximal effect; % is scaled to controls: 0 for no effect and ±100 for the full control effect; nearly all actives have a fitted effect of over 60% in size; many of its hits are not listed in these tables
Target sequence (Q9HBX9 whole entry, looked up): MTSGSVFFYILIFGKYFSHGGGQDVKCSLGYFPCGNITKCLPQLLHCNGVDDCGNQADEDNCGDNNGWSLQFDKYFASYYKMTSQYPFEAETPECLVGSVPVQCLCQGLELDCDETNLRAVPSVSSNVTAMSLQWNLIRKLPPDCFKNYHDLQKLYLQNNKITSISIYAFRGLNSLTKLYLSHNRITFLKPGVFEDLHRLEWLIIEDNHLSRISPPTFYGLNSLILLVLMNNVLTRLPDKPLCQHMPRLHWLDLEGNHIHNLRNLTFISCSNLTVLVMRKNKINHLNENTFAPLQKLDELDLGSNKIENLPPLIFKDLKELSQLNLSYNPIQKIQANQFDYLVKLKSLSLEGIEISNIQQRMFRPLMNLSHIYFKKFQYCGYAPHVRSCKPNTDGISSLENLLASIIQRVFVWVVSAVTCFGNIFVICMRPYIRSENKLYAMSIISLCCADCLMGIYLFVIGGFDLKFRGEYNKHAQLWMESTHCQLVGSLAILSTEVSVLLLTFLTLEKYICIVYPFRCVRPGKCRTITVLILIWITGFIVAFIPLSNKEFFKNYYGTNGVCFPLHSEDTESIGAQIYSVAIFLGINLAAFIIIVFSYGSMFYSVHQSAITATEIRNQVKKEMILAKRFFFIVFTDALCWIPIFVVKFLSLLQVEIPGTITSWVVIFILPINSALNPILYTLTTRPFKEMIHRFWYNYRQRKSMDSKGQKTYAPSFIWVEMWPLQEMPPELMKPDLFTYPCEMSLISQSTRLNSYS
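Agonist response is measured as cAMP accumulation in an RXFP1-transfected HEK293T line under PDE4 inhibition. Values are scaled between buffer-only and 29 nM porcine relaxin, and EC50s come from standard Hill equation fits.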
USP1 inh – USP1/UAF1 (human) deubiquitinase inhibition; recombinant USP1/UAF1, Ub-Rhodamine cleavage fluorescence; Potency, µM (top dose mostly 57.1 µM), inactives show at the highest dose activity change, negative = inhibition, usual class: inhibitors; 390,000 compounds, 0.23% hits; also: potency is read from the fitted curve at half-maximal effect; % is scaled to controls: 0 for no effect and ±100 for the full control effect; nearly all actives have a fitted effect of over 60% in size; inactives centre near -12
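High-throughput fluorogenic screen: 1nM USP1/UAF1 complex, Ub-Rho substrate 150nM final, 50mM HEPES pH 7.8 with 0.5mM EDTA, 0.1 mg/ml BSA, 1mM TCEP and 0.01% Tween-20.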
Vif-A3G inh – Vif-A3G binding inhibition; Q9HC16; HeLa A3G-eYFP + Vif (tagged APOBEC3G with the HIV-1 protein that degrades it), YFP fluorescence, overnight; Potency, µM (doses to about 46.1 µM), without a hit: top-dose activity, negative = active, hits mostly inhibitors; 410,000 compounds, 0.076% hits; AID 602310;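 also: potency is read from the fitted curve at half-maximal effect; % is scaled to controls: 0 for no effect and ±100 for the full control effect; nearly all actives have a fitted effect of over 60% in size; hits raise eYFP signal because A3G escapes Vif-driven loss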
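Read-out is eYFP fluorescence (Ex 488/Em 500-530) from Vif-expressing HeLa A3G-eYFP cells; more signal means A3G escaped Vif-mediated degradation. Cells plated overnight, compound pinned in, incubated overnight at 37 deg C.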
PI4K2A block – PI4K2A (human) kinase inhibition | purified PI4K2A, ADP-Glo luminescence, 1 h; hits give low values | AID 1346378 | activity change, negative = inhibition, % at 76.9 µM | 420,000 compounds, 0.13% hits | Q9BTU6; in the data active = activity change below about -50%; inconclusive = mostly about -30% to -49%;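 also: -100% = wells without enzyme as full effect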
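PI4K2A activity was measured by ADP-Glo luminescence: enzyme (4 ug/mL stock) and phosphatidylinositol (1.2 mM stock) in Tris pH 7.5/MgCl2/EGTA/Triton X-100 buffer were reacted with ATP (300 microM stock) for one hour at ambient temperature.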
IDH1 R132H inh – inhibitors of human mutant IDH1 R132H | O75874 | IDH1-R132H enzyme, NADPH consumption, diaphorase/resazurin fluorescence | Potency, µM (titrated, usually from 76.6 µM), inactives show at the highest dose activity change, negative = inhibition, most hits filed as inhibitors | 390,000 compounds, 0.093% hits; also: potency is read from the fitted curve at half-maximal effect; % is scaled to controls: 0 for no effect and ±100 for the full control effect; nearly all actives have a fitted effect of over 65% in size
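IDH1-R132H (0.5 ug/mL dispensed) in pH 7.5 Tris buffer was preincubated 30 min with compound, then given a substrate mix of 0.016 mM NADPH and 2 mM alpha-KG for 80 min at room temperature; remaining NADPH was read by diaphorase/resazurin fluorescence.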
Starred values were filed as active, the others as inactive; ? = inconclusive; . = not tested or not shown; & = joins results of further samples; [ ] = another dose, or the depositor's remark. Unless noted, calls follow the shape of the dose curve; as a rule, active = well fitted curve in the direction sought with a large enough effect; inconclusive = small, poorly fitted or top-dose-only effect, or another doubt; inactive = no such curve, though single readings can be large; an effect the other way counts as inactive or inconclusive. Not all compounds are listed, so the mix of outcomes need not match the whole.

SMILES	Vif-APOBEC3F blk	LDHA inh	TrxR1 substrate	GRP78 ERSR act	RXFP1 agonist	USP1 inh	Vif-A3G inh	PI4K2A block	IDH1 R132H inh
CCC1SC(CC)C(=O)N(CC(=O)Nc2ccc3c(c2)OCO3)C1=O (stereo not drawn)	-1%	-1	0%	-5%	-0.4%	-13%	-1%	2	11%
O=S(=O)(NCCc1ccc(Cl)cc1)c1cccc2cccnc12	7%	-10	1%	-3%	-0.6%	-3%	1%	-5	6%
CCN1CCN(c2c(Cl)cccc2NC(=O)c2cc3ccccc3o2)CC1	-15%	-4	-13%	-3%	.	-6%	6%	5	8%
c1ccc(OCCCc2nc(-c3ccncc3)no2)cc1	-3%	-5	7%	6%	0.4%	-7%	0%	4	-1%
CCOC(=O)N1CCN(CCC(=O)Nc2ccccc2)CC1	-6%	-5	4%[57.1 µM]	-4%	-4.6%	-9%	-4%	3	6%
CCc1ccccc1NC(=O)CSc1nc2c(oc3ccccc32)c(=O)n1C	-1%	-9	0%	-3%	13%	?	4%	-2	19%
Cc1nn(CCO)c(C)c1Oc1ccccc1O	3%	0	-3%	-1%	-0.3%	-12%	-3%	3	2%
Cc1ccccc1N(CC(=O)N1CCCCCC1)S(C)(=O)=O	8%	-2	3%	-6%	0.7%	-12%	-3%	-1	-10%
CC(C)NC(=O)COC(=O)c1cc(Br)ccc1Cl	5%	-1	-12%	-6%	1.8%	-3%	-3%	-3	2%
CN(C)c1ccc(CNC(=O)c2cc3cc(S(=O)(=O)N4CCCCC4)ccc3n2C)cc1	-11%	0	-3%[57.1 µM]	-2%	5.9%	-18%	3%	-1	0%
O=C(CN1CCCC1)Nc1ccc(Oc2ccc(NC(=O)CN3CCCC3)cc2)cc1	-3%	1	24%[57.1 µM]	-4%	-2.9%	-10%	1%	0	4%
O=c1c2ccccc2nc(SCc2cn3ccsc3n2)n1-c1ccccc1	4%	-8	7%[57.1 µM]	-1%	1.9%	-17%	-9%	-1	3%
CCOc1ccccc1NC(c1nnc(-c2ccccc2)o1)c1ccc(F)cc1Cl (stereo not drawn)	4%	-3	-2%	-3%	-0.8%	-6%	-2%	-2	7%
OCc1nc2ccccc2n1Cc1c(F)cccc1Cl	3%&-4%	-5&-5	-4%&6%	-5%&-2%	0.0%&-2.1%	-6%&-8%	2%&7%	3&-2	15%&7%
Cn1nc(-c2ccccc2F)c2cc(C(=O)Nc3cc(F)ccc3F)sc21	-5%	-3	6%	-5%	28%	-32%	1%	-3	-8%
N#Cc1cccc(NC(=O)Cc2ccsc2)c1	19%	-4	-2%	-2%	-0.7%	-13%	3%	3	-16%
CCN(C(=O)CSc1nnc(-c2ccc(Cl)cc2)o1)c1ccccc1	.	-3	-3%	.	0.4%	-2%	.	1	.
Cc1ccc(C2CC(c3cccs3)n3nc(N)nc3N2)cc1 (stereo not drawn)	-7%	-10	-3%	-1%	1.4%	-11%	6%	4	1%
Brc1ccccc1-c1nnc(CSc2nnnn2-c2ccccc2)o1	-3%	-16	-2%	1%	-2.0%	-5%	2%	-3	1%
CCCCn1c(-c2cccc(F)c2)nc2c1c(=O)[nH]c(=O)n2CC(C)C	28%	-16	11%	-2%	-0.4%	-21%	0%	0	-6%
Cc1nc2c(-c3ccc(F)cc3)c(C)nn2c(C)c1CCC(=O)Nc1ccccc1	-7%	-3	8%	2%	-0.5%	-23%	-15%	-3	?
CN1CCN(CC(=O)Nc2nc(-c3ccccc3)cs2)CC1	0%	-7	0%	2%	-1.7%	-18%	4%	1	-1%
C#CCOCCOCCOCCNc1nc(N2CCN(C(=O)[C@H]([C@@H](C)CC)n3cc(CCCCN)nn3)CC2)nc(N2CCN(C(=O)[C@H](CCCCN)n3cc(CCC(=O)O)nn3)CC2)n1	-3%	3	4%	-3%	1.0%	-18%	-4%	3	-3%
Cc1ccc(S(=O)(=O)N(C)c2ccc3c(ncn3C)c2[N+](=O)[O-])cc1	3%	-3	-5%	-2%	7.4%	-12%	1%	-1	10%
CN(C)c1cccc(NC(=O)C2Cc3c(-c4ccc(Cl)cc4)ccnc3O2)c1 (stereo not drawn)	.	-1	.	-4%	.	.	-13%	-3	.
Carrying on:
SMILES	Vif-APOBEC3F blk	LDHA inh	TrxR1 substrate	GRP78 ERSR act	RXFP1 agonist	USP1 inh	Vif-A3G inh	PI4K2A block	IDH1 R132H inh
CCOC(=O)c1cc(-c2ccncc2)nc2c1c(C)nn2-c1ccccn1	0%	8	12%[57.1 µM]	4%	20%	-20%	2%	-10	?
C/C(CC(=O)NC12CC3CC(CC(C3)C1)C2)=N\NC(=O)c1cnccn1	?	-2	8%[57.1 µM]	-1%	3.8%	-17%	-2%	3	-1%
Cc1ccc(S(=O)(=O)NCCC(=O)Nc2cccc(Cl)c2)cc1	8%	0	-3%	-4%	3.3%	-9%	-1%	-1	5%
Clc1ccc(-c2noc(CN3CCOCC3)n2)cc1	-9%	-1	-20%[57.1 µM]	-2%	-2.0%	-7%	-1%	-2	2%
CCOC(=O)C1(C)Oc2ccccc2C(c2ccc(OC)cc2)=C1C(=O)OC (stereo not drawn)	5%	1	-4%	-1%&-5%	.	-14%	-3%	1	16%
COc1cccc2c1cc1c(=O)n(CC(=O)NCCCc3ccccc3)nc(C)n12	5%	-14	9%	1%	5.4%	-19%	-3%	3	-3%
NC(=O)NCC1CC1	4%	-6	11%[57.1 µM]	-2%	-1.9%	-10%	4%	2	1%
COC(=O)c1ccc(-c2nc(CN3CCC(C(=O)N4CCOCC4)CC3)c(C)o2)cc1	2%	-6	70%[activator]	4%	3.1%	-18%	-3%	-1	0%
COc1ccc(NC(=O)N2CCCCCC2)cc1OC	2%	-1	6%	-2%	0.1%	-24%	-1%	2	-4%
O=C(Cn1nnc(-c2ccccc2Cl)n1)N1CCN(S(=O)(=O)c2ccc(Cl)cc2)CC1	-3%	-13	-7%	-5%	1.3%	2%	2%	3	14%
Cc1ccc(S(=O)(=O)NC(=O)C2(C)CCN2C(=O)c2ccccc2)nc1 (stereo not drawn)	.	-5	.	0%	.	.	1%	0	.
OCC1OC(Oc2c[nH]c3ccccc23)C(O)C(O)C1O (stereo not drawn)	10%	-3	3%	-1%	0.6%	-10%	-5%	0	-14%
COc1ccccc1NC(=O)C1CCCN1S(=O)(=O)c1ccc(Cl)cc1 (stereo not drawn)	11%	1	-5%	-5%	-0.9%	-18%	1%	3	6%
CC(NCc1ccc(S(N)(=O)=O)cc1)C(=O)N1c2ccccc2CC1C (stereo not drawn)	3%	-20	-3%	-5%	1.2%	-14%	1%	-4	10%
Cc1nn2c(N3CCN(C(=O)c4ccco4)CC3)cc(C(C)(C)C)nc2c1-c1ccccc1	-2%	-8	7%[57.1 µM]	3%	-2.6%	-1%	0%	0	-12%
O=C(Nc1cccc(O)c1)c1cc(-c2ccccc2Cl)on1	-22%	-3	4%[57.1 µM]	-9%	-1.2%	?	0%	-8	7%
COC(=O)c1c(NC(=O)C2CC=CCC2C(=O)O)sc(C(N)=O)c1C (stereo not drawn)	.	1	6%[2.29 µM]	-5%	1.8%	-22%	1%	-9	0%
COc1cc(CCC(=O)OCC(=O)Nc2ccc(F)c(F)c2F)cc(OC)c1OC	0%	-4	-1%	-5%	1.8%	-2%	2%	4	-2%
N[C@@H](Cc1ccc(F)cc1)C(=O)O	-1%	-4	10%	-2%&-1%	.	-4%	-1%	-1&2	15%
Cc1ccc2c(CC(=O)Nc3c(C(=O)c4ccc(C)c(F)c4)oc4ccccc34)coc2c1	-2%	-3	8%	-1%	1.2%	1%	0%	-1	-6%
COc1ccc(N2CCCC2=O)cc1S(=O)(=O)N1CCOCC1	-4%	-1	.	1%	.	-12%	2%	3	-1%
O=c1c2cc(Br)ccc2nc(-c2ccc(Cl)cc2)n1O	6%	-4	1%	-1%	15%	2%	-1%	4	1%
Cc1ccc(-c2nnn(CCC(=O)NC3CCCC3)n2)cc1	-7%	-5	9%	-2%	-1.1%	-9%	1%	3	2%
CCCCNC(=O)C1(C)CCCCN1C(=O)c1c(C)noc1C (stereo not drawn)	.	-15	.	-2%	.	.	0%	1	.
N/C(=N\OC(=O)c1ccc([N+](=O)[O-])cc1)c1ccccn1	3%	-9	0%	-9%	0.5%	-2%	2%	-6	-7%
COc1ccc(CC(=O)Nc2cccc(C)n2)cc1OC	-1%	-5	-4%[57.1 µM]	4%	0.0%	-3%	2%	1	11%
COc1ccccc1NC(=O)Cc1nnc(SCC(=O)NC2CCCCC2)n1C	-1%	-3	-12%	-6%	-6.1%	?	-123%	1	1%
CCOc1cc(/C=N/N=C/c2ccc(O)c(OCC)c2)ccc1O	-3%	0	1%	0%	1.6%	-21%	1%	6	-10%
Cc1ccc(S(=O)(=O)NCC(c2ccc(N(C)C)cc2)N2CCc3ccccc32)cc1C (stereo not drawn)	3%	-3	7%[57.1 µM]	-1%	1.2%	-8%	-5%	3	5%
